Source: PubChem (several laboratories)
K1F lysis inhibition: protection from phage-mediated lysis, alamar blue read-out – E. coli UTI89, K1F phage, bacterial capsule biogenesis inhibitors (AID 488966); E. coli UTI89 K1F phage lysis, alamar blue, 2 h; higher % means a stronger effect; inhibition, % at 100 µM; hits with a dose series show IC50 in µM; hit rate 0.02% among 340,000;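 active means phage lysis inhibition, versus mean bacterial control, above a set limit; inconclusive means no clear call, values can overlap the other calls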;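 further: capsule biogenesis inhibitors block K1F phage lysis so surviving cells raise fluorescence; higher fluorescence means more inhibition of phage lysis; actives were called in the ten point dose series up to 300 µM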
Rac1 GTP hydrolysis: MgcRacGAP GTPase-activating activity inhibitors, confirmation, biochemical, ADP Hunter fluorescence | inhibition, % at 30 µM, or IC50 in µM where a hit was titrated | AID 624330 | MgcRacGAP-stimulated Rac1 GTP hydrolysis, ADP Hunter fluorescence; higher % means a stronger effect; GST-tagged Rac1 F28L mutant substrate | hit rate 0.6% among 340,000;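 active means first-screen hits whose inhibition reached a set limit at any dose in the follow-up dose series; inconclusive means inhibition above the set first-screen limit but never retested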;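 further: fluorescence reports GDP produced by GAP-driven GTP hydrolysis; strong numbers were not always called active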
RSV antiviral HEp-2: RSV antiviral activity via CPE protection, HEp-2 cells, primary 10 µM value included (AID 2391) | hit rate 0.13% among 310,000 | HEp-2 cells, RSV-induced CPE inhibition; higher % means a stronger effect | CPE inhibition, % at 10 µM; hits with a dose series show IC50 in µM; in the data active means a potency from the dose series; inconclusive means CPE inhibition mostly from about 23% at the one dose, without a potency; inactive means the rest, 99 in 100 with CPE inhibition below about 21%; further: strong numbers were not always called active
Salmonella PhoP GFP: PhoP-dependent GFP reporter repression – Salmonella Typhimurium, primary screen (AID 1863) | inhibition, % at 50 µM, or IC50 in µM where a hit was titrated | hit rate 0.16% among 300,000 | S. Typhimurium PhoP-regulated promoter GFP reporter, 4 h; higher % means a stronger effect;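 active means inhibition over 29.93%, a cutoff 3 SD above the screen mean, later confirmed by dose response; inconclusive means inhibition over 29.93% but no dose response follow-up; inactive means inhibition at most 29.93% or unconfirmed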;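 further: 0% = low Mg2+ inducing control and 100% = high Mg2+ repressing control; strong numbers were not always called active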
HIV peptide binding: inhibitors of HIV fusion peptide binding, primary screen, biochemical, uHTS, fluorescence dequenching (AID 1986); cell-free peptide binding, fluorescence dequenching, 30 min; higher % means a stronger effect; one-dose inhibition, % at 20 µM; IC50 in µM for titrated hits; hit rate 0.3% among 290,000; in the data active means inhibition mostly above about 52%, no sharp cut-off; inactive means mostly below about 76%; further: some results filed as inactive read as strong as hits
Large T inhibition: SV40 large T antigen inhibitors, biochemical (AID 1903) | SV40 large T antigen ATPase/helicase inhibition assay; higher % means a stronger effect | one-dose inhibition, % at 20 µM; IC50 in µM for titrated hits | hit rate 0.39% among 310,000; in the data active means a potency from the dose series; inconclusive means inhibition mostly from about 32% at the one dose, without a potency; inactive means the rest, 99 in 100 with inhibition below about 32%; further: strong numbers were not always called active
GPR55 LPI antagonism: inhibition of LPI-stimulated GPR55 beta-arrestin translocation – imaging, U2OS, beta-arrestin-GFP, LPI agonist, primary screen (AID 2013); U2OS GPR55 beta-arrestin-GFP translocation imaging, LPI antagonism; higher % means a stronger effect; inhibition, % at 10 µM; hits with a dose series show IC50 in µM; hit rate 0.13% among 290,000;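 active means spots per cell inhibited over 60%, with over 100 cells counted and total cytoplasm intensity under 500,000; inconclusive means wells with under 100 cells, flagged as likely toxic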;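 further: U2OS cells stably carrying GPR55 and arrestin-GFP stimulated by 5 µM LPI near EC80; imaged beta-arrestin-GFP aggregate spots per cell after agonist stimulation; plate controls were LPI-stimulated DMSO wells for no effect and DMSO wells without LPI for full effect; some results filed as inactive read as strong as hits; confirmed hits need IC50 under 10 µM and bright autofluorescent wells are also inconclusive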
Dengue-2 NS5 capping: Dengue-2 NS5 methyltransferase inhibitors, primary screen, biochemical, confirmation dose response (AID 588689); Dengue-2 NS5 methyltransferase capping enzyme assay, biochemical; higher % means a stronger effect; inhibition, % at 25 µM; hits with a dose series show IC50 in µM; hit rate 0.3% among 340,000; in the data active means a potency from the dose series; inconclusive means inhibition above about 29% without an active follow-up result
GPR35 antagonists: GPR35 antagonists blocking zaprinast-driven arrestin recruitment, primary screen, imaging, U2OS, beta-arrestin-GFP, zaprinast agonist (AID 2058); inhibition, % at 10 µM, or IC50 in µM where a hit was titrated; U2OS GPR35 beta-arrestin-GFP translocation imaging, zaprinast antagonism; higher % means a stronger effect; hit rate 0.052% among 290,000;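 active means inhibition of at least 50% with at least 30 cells and total cytoplasm GFP at most 10,000,000; inconclusive means under 30 cells or total GFP of 10,000,000 plus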
Dengue-2 NS5 capping pilot replicate: second read-out of Dengue-2 NS5 capping, no call of its own (marks repeat the call); inhibition, %; measured here: pilot screen replicate inhibition
Numbers without * were called inactive; ? = inconclusive; . = no result given; [ ] = remark or other dose.

SMILES | K1F lysis inhibition | Rac1 GTP hydrolysis | RSV antiviral HEp-2 | Salmonella PhoP GFP | HIV peptide binding | Large T inhibition | GPR55 LPI antagonism | Dengue-2 NS5 capping | GPR35 antagonists | others
CCCCNC(=O)NC(C(=O)OC)C12CC3CC(CC(C3)C1)C2 (configuration not stated) | 0.0% | 1% | 0.3% | 4% | -0.7% | 1% | 5% | -5% | -8%
C=C(C)CSc1nc2sc3c(c2c(=O)n1C1CCCCC1)CCN(C)C3 | -0.1% | 19% | 7.8% | -14% | 3.6% | 32% | 8% | -37% | -6%
Cc1sc2ncnc(NCCN3CCOCC3)c2c1C | -0.4% | ? | 20% | -10% | 1.9% | 1% | 10% | 1% | -6%
C#CCOCCOCCOCCNc1nc(N2CCN(C(=O)[C@H]([C@@H](C)CC)n3cc([C@@H](N)CO)nn3)CC2)nc(N2CCN(C(=O)[C@H](Cc3cc4ccccc4[nH]3)n3cc([C@@H](N)Cc4ccc(O)cc4)nn3)CC2)n1 | . | . | -2.7% | -2% | -2.3% | 2% | -2% | . | -8%
CCCCN1C(=O)NC(c2ccc(OC)cc2)C(C(=O)OCc2ccccc2)=C1C (configuration not stated) | -0.2% | 3% | 1.5% | . | -1.3% | 6% | 1% | -3% | 9%
CS(=O)(=O)N(CC(=O)Nc1cccc(Cl)c1)c1ccccc1Cl | -0.1% | 1% | 1.4% | -8% | -1.7% | 16% | -4% | 2% | -5%
COc1cc(/C=C/C(=O)N2c3ccccc3Sc3ccc(C(F)(F)F)cc32)cc(OC)c1OC | 1.9% | 4% | 11% | 5% | 1.9% | -2% | 7% | 1% | 2%
N#Cc1cc2nc(O)c(O)nc2cc1[N+](=O)[O-] | 9.3% | -2% | 1.2% | -13% | . | 10% | . | -9% | .
CC(c1ccccc1)N(C)CC(=O)NC(=O)NCCC1=CCCCC1 (configuration not stated) | 0.4%[50 µM] | 3% | 1.3% | . | . | . | . | 5% | .
O=C(c1cccs1)N1CCCC(c2nc3c(nnn3Cc3c(Cl)cccc3Cl)c(=O)[nH]2)C1 (configuration not stated) | 0.1% | 4% | 17% | 3% | -1.0% | 13% | 15% | -3% | -1%
COc1ccc(N2C(=O)c3ccccc3C2O)cc1 (configuration not stated) | -0.2% | 6% | -0.3% | 6% | 0.6% | 2% | -8% | 0% | -9% | Dengue-2 NS5 capping pilot replicate=-3.0
S=C(NCCCN1CCOCC1)Nc1ccc(Cl)c(Cl)c1 | 0.3% | 7% | -0.3% | 2% | -1.2% | 8% | 10% | 1% | -18%
CN(C)CC/C=C1\c2ccccc2Sc2ccc(Cl)cc21 | 2.7% | 2% | 1.6% | -4% | -0.5% | 4% | 2% | -1% | 5%
Cc1ccc(-n2nnc3c(=O)n(CC(=O)OCc4ccccc4)cnc32)cc1 | 0.3% | -4% | 0.6% | 0% | 1.1% | 4% | -2% | 0% | -1%
COc1ccccc1C(=O)NNC(=O)c1cccc([N+](=O)[O-])c1 | 1.4% | 1% | 1.6% | 0% | -0.4% | 1% | -5% | 2% | -18%
O=C1c2cccnc2C(=O)N1Cc1ccc(S(=O)(=O)N2CCOc3ccc(Cl)cc32)cc1 | -0.4% | 9% | 0.9% | -1% | 2.1% | 3% | 5% | 0% | -4%
CC(=O)Nc1cc2nc(C)n(Cc3ccc([N+](=O)[O-])cc3)c2nc1C | -1.9% | 11% | 1.6% | 1% | -0.4% | 5% | 8% | 1% | 0%
COc1cccc(-c2cc(C(F)(F)F)nc(N3CCCCC3)n2)c1 | 0.4% | 5% | 7.2% | 10% | 1.7% | 4% | 7% | -9% | 14%
COc1ccc(NC(=O)Cn2nnc(C(=O)NCc3cccs3)c2N)cc1Cl | 0.3% | 45% | 1.6% | 2% | -0.4% | 9% | 14% | -6% | -11%
CCOc1cc(C)c(Cl)cc1S(=O)(=O)N(CC)CC | 0.4% | 4% | 1.7% | 7% | 0.8% | -2% | 2% | -3% | -8%
Cc1ccc(-n2c(=O)c3sccc3n(CC(=O)NCc3ccco3)c2=O)cc1F | 0.4% | 3% | 0.2% | -7% | -2.0% | 4% | -10% | -5% | 15%
Cc1ccc(N2NC3(CCN(C(N)=O)CC3)NC2=O)cc1 | . | . | 0.6% | -7% | -0.7% | -1% | 5% | . | 7%
Cc1cc(-c2ccccc2)nc(N/N=C/c2ccccc2F)n1 | -0.6% | 2% | 2.4% | 8% | -1.2% | 0% | 18% | . | -14%
O=C(CCc1ccccc1)Nc1nn[nH]n1 | -0.9% | 2% | 2.1% | 5% | -0.6% | 0% | 9% | -1% | 12%
O=S(=O)(NCCc1ccccc1)c1ccccc1 | 0.9% | 5% | 1.5% | 3% | -0.8% | -74% | 6% | -2% | -4%

Next part (4 carried over from the part before).
SMILES | K1F lysis inhibition | Rac1 GTP hydrolysis | RSV antiviral HEp-2 | Salmonella PhoP GFP | HIV peptide binding | Large T inhibition | GPR55 LPI antagonism | Dengue-2 NS5 capping | GPR35 antagonists | others
Cc1ccc(N2NC3(CCN(C(N)=O)CC3)NC2=O)cc1 | . | . | 0.6% | -7% | -0.7% | -1% | 5% | . | 7%
Cc1cc(-c2ccccc2)nc(N/N=C/c2ccccc2F)n1 | -0.6% | 2% | 2.4% | 8% | -1.2% | 0% | 18% | . | -14%
O=C(CCc1ccccc1)Nc1nn[nH]n1 | -0.9% | 2% | 2.1% | 5% | -0.6% | 0% | 9% | -1% | 12%
O=S(=O)(NCCc1ccccc1)c1ccccc1 | 0.9% | 5% | 1.5% | 3% | -0.8% | -74% | 6% | -2% | -4%
COc1ccc(C(=O)N2CCc3ccccc32)cc1 | 0.0% | 4% | 3.9% | 5% | 2.5% | 5% | 8% | -2% | -4%
COCCCNC(=O)c1ccc2c(=O)n(CC3CCCO3)c(=S)[nH]c2c1 (configuration not stated) | 0.6% | 4% | 0.4% | -7% | -0.3% | 3% | 24% | -3% | -2%
Cc1nn(CC(=O)Nc2ccccn2)c(C)c1[N+](=O)[O-] | 5.0% | -2% | -0.6% | -2% | -4.3% | 5% | -10% | -1% | -8%
C/C(N)=C(/C#N)C(=O)COC(=O)c1cccc(C)c1O | 0.0% | 8% | 9.4µM* | 4% | -1.5% | 6% | 6% | -3% | 9%
Oc1c(Br)cc(C2N=C(c3ccccc3Cl)NO2)cc1Br (configuration not stated) | 3.8% | 11% | 5.0% | 7% | 8.5% | 0% | 2% | 3% | 4%
CC1Sc2ccc(S(=O)(=O)NCc3ccccc3)cc2NC1=O (configuration not stated) | 0.1% | 11% | 1.7% | 10% | 0.1% | 13% | 6% | 2% | 3%
COc1ccc(CCNS(=O)(=O)c2ccccc2)cc1OC | 0.3% | 3% | 0.3% | 2% | -0.9% | 5% | 11% | -1% | 15%
COC(=O)c1ccc2c(c1)C(C)(C)C(/C=C/c1ccc(O)cc1)=[N+]2C | -5.1% | 30µM* | -3.5% | -18% | 111%* | 23% | -12% | ? | 17%
Cc1ccc(S(=O)(=O)NC(CC(C)C)C(=O)NCc2ccco2)cc1 (configuration not stated) | 4.3% | 6% | 0.3% | 8% | -0.6% | 9% | 13% | -1% | -10%
COc1cc(NC(=S)NC(=O)CCc2ccccc2)cc(OC)c1 | -1.0%[50 µM] | 6% | 2.4% | 2% | -0.8% | 17% | -3% | -3% | -4%
COc1ccc(C2=CC(c3cccc(OC)c3)n3nnnc3N2)cc1 (configuration not stated) | 0.1% | 3% | 0.9% | -18% | -1.3% | 25% | 10% | ? | 13%
CCOC(=O)C1CCCN(C(=O)CCCn2nc(C)n3c(cc4sccc43)c2=O)C1 (configuration not stated) | -1.2% | 7% | 1.5% | 0% | -0.4% | 14% | 1% | 1% | -2%
O=C(O)c1ccc(C2SCC(=O)N2Cc2ccccc2)cc1 (configuration not stated) | 1.3% | 14% | 1.4% | -15% | 1.4% | 13% | 14% | -3% | 2%
CCCCCc1ccc(-c2cn(Cc3ccc(C)cc3)nn2)cc1 | 0.9% | -3% | 1.4% | . | -0.1% | 13% | 4% | 0% | -4%
C(=N\Nc1nccc(-c2cccnc2)n1)/c1ccccc1 | . | . | . | -4% | -1.3% | 13% | 2% | . | -7%
C=CCn1c(SCc2cc(=O)n3ccsc3n2)nc2ccccc2c1=O | 0.6% | 2% | 1.5% | -7% | -0.4% | 1% | 6% | 6% | 3%
Cc1nc(Cl)c(C(=O)NC(=O)Nc2cccc(C(F)(F)F)c2)c(C)c1[N+](=O)[O-] | 0.2% | -1% | 2.0% | 1% | 0.9% | 6% | -14% | -9% | -11%
O=C(OCc1ccccc1F)c1cnc(Cl)c(Cl)c1 | -0.1% | 5% | 1.0% | 10% | -0.9% | 8% | 6% | -14% | 16%
CCOC(=O)C1=C(N)OC2=C(C(=O)CC(C)C2)C1c1cccnc1 (configuration not stated) | 0.6%[50 µM] | 7% | 1.6% | 3% | 1.4% | 6% | 12% | -2% | -7%
CN1CCc2c(sc(/N=C/c3cc(C(C)(C)C)ccc3O)c2C#N)C1 | -1.5%[50 µM] | 8% | 1.8% | -9% | 12% | 19% | -6% | -37% | 0%
C/C(=N/N1CCN(Cc2ccccc2)CC1)c1ccc(Br)cc1 | -0.7% | 12% | 1.3% | 8% | -1.1% | 7% | -4% | -8% | 0%
N#CC1(NC(=O)CSc2nnc(-c3ccccc3F)n2N)CCCCC1 | 1.3%[50 µM] | 5% | -1.3% | -8% | . | 2% | . | -1% | .
Cc1cccc(NNC(N)=S)c1 | 0.3% | 0% | -0.5% | -7% | -3.9% | 10% | 11% | -9% | 3%
CCOC(=O)CN(C(=O)CSc1nnc(-c2ccncc2)n1CCCOC)c1ccccc1 | 0.5% | -1% | 2.6% | 4% | 1.7% | 8% | 2% | 3% | 3%
COc1ccc(NC(=O)Cc2c(F)c(F)c(F)c(F)c2F)cc1OC | 0.2% | 5% | 3.2% | -3% | -0.6% | 10% | 3% | -16% | -4%
COc1ccc(C(=O)N2CCN(c3cccc(Cl)c3)CC2)c(OC)c1 | 1.7% | 2% | -0.2% | 1% | -0.6% | 11% | -10% | 3% | 4%
